SR-BI HDL uptake = mouse SR-BI HDL lipid transfer inhibition; ldlA[mSR-BI] CHO cells, DiI-HDL uptake fluorescence, 3 h; inhibition, % at 12.5 µM; actives 0.96% (n = 320,000); AID 488896;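 active = mean replicate inhibition of at least 70% and a set share of replicates each scoring 70 or more; inconclusive = meets just one of the two criteria; inactive = fails both criteria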;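 note: 0% = median of neutral control wells and 100% = median of positive control wells; values of inactives mirror those of a sister screen read the other way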
PvdQ inh = blocks Pseudomonas aeruginosa PvdQ acylase activity. purified PvdQ acylase, fluorescence plate reader. inhibition, % at 10 µM. actives 0.063% (n = 340,000). AID 488965; in the data active = inhibition above about 30%, passing the limit was not always enough; inconclusive = no clear call, values can overlap the other calls;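 note: 0% = vehicle neutral wells and 100% = reference inhibitor wells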
CAL PDZ FP-1 = human CAL PDZ-peptide interaction inhibition. purified CAL PDZ, TMR-peptide fluorescence polarization, 1 h. actives 0.02% (n = 330,000). AID 504414. Q9HD26. inhibition, % at 20 µM;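 active = highest replicate inhibition of at least 40%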;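 note: plate controls were DMSO neutral control wells for no effect and unlabeled competitor peptide control wells for full effect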
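Material: tagged CAL PDZ protein CerCALP, purified; buffer or medium: sodium phosphate/NaCl buffer pH 7.4 with TCEP, IgG, Thesit; also added: fluorescent TMR peptide probe; schedule: 1 h incubation at room temperature before polarization reading; technique: fluorescence polarization from S- and P-plane intensities, G-factor corrected; control set: unlabelled peptide and DMSO controls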
PfHsp90 yeast 2 = reduces growth (ATP signal) of yeast expressing P. falciparum Hsp90 | AID 504621 | S. cerevisiae expressing PfHsp90, BacTiter-Glo ATP, 48 h; yeast lacking PDR1 and PDR3 efflux regulators | inhibition, % at 9.4 µM | actives 0.32% (n = 310,000);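 active = every replicate shows inhibition above about 80%, whatever the replicate mean, limit read from the data; inconclusive = mean inhibition reaches the set limit but some replicate falls short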;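 note: 0% = DMSO neutral controls and 100% = 20 µM radicicol positive controls; yeast relying on Plasmodium falciparum Hsp90 in place of its own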
Rtt109 Vps75 = C. albicans Rtt109 histone acetyltransferase inhibition | Q5AAJ8 | purified Rtt109/Vps75, ThioGlo CoA-SH fluorescence, 4 h | inhibition, % at 34.9 µM | actives 0.16% (n = 330,000) | AID 540336;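 active = inhibition of at least 50% in every replicate; inconclusive = best replicate reaches 50% inhibition but some replicates fall short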
Target sequence (Q5AAJ8 whole entry, looked up): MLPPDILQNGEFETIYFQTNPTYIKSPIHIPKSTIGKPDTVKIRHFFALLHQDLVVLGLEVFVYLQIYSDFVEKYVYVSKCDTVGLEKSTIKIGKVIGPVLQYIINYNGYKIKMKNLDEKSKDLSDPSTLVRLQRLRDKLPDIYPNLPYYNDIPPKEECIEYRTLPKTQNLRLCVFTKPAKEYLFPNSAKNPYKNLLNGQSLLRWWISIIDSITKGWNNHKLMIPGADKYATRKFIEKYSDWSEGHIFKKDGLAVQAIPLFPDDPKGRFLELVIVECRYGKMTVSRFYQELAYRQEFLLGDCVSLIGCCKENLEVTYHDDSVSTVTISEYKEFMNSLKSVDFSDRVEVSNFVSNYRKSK
CAL PDZ FP-2 = blocks peptide binding to the human CAL PDZ domain; Q9HD26; purified CAL PDZ, TMR-peptide fluorescence polarization, 1 h; inhibition, % at 24.9 µM; actives 0.92% (n = 300,000); AID 602252;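 active = mean inhibition of at least 30% with at least half of replicates also reaching 30%; inconclusive = no clear call, values can overlap the other calls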;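 note: 0% = DMSO neutral control and 100% = excess unlabeled competitor peptide PRC23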
SR-BI DiI-HDL act = enhances SR-BI lipid uptake from DiI-HDL; activation, % at 12.5 µM; CHO ldlA[mSR-BI] cells, DiI-HDL uptake fluorescence, 3 h; 100 = double the neutral-control signal; actives 0.096% (n = 320,000);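 active = mean replicate activation of at least 60% and every replicate at or above 60%; inconclusive = mean or all-replicate condition met, but not both; inactive = mean below 60% and not all replicates reaching 60%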;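 note: 0% = median plate neutral-control signal and 100% = twice that signal; values of inactives mirror those of a sister screen read the other way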
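Material – SR-BI-overexpressing, LDLR-lacking CHO cells · Medium – BSA-supplemented, HEPES-buffered Ham's F12, pH 7.4 · Doses – single concentration · Times – compound with DiI-HDL co-incubation, 3 h at 37 °C · Measured by – bottom-read fluorescence, 550/595 nm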
MITF act = MITF TRPM1 promoter activation in melanoma cells. actives 0.75% (n = 300,000). SK-MEL-5 TRPM1-promoter luciferase, 24 h; % of positive control, neutral wells = 0. activation, % at 12.5 µM;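 active = mean activation of at least 80% with every replicate also reaching 80%; inconclusive = mean reaches 80% but some replicate falls short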;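 note: 0% = neutral control wells and 100% = parthenolide positive control wells; values of inactives mirror those of a sister screen read the other way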
dFosB act = mouse delta FosB homodimer activation. P13346. actives 0.99% (n = 340,000). purified delta FosB, TAMRA-CDK5 oligo fluorescence polarization; percent of positive-control signal above neutral wells. activation, % at 25 µM;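 active = mean activation above about 17%, with every replicate also reaching it, limit read from the data, passing the limit was not always enough; inconclusive = only one of the two conditions met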;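 note: fluorescence polarization rise as delta FosB binds a TAMRA Cdk5 AP-1 oligo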
Target sequence (P13346 whole entry, looked up): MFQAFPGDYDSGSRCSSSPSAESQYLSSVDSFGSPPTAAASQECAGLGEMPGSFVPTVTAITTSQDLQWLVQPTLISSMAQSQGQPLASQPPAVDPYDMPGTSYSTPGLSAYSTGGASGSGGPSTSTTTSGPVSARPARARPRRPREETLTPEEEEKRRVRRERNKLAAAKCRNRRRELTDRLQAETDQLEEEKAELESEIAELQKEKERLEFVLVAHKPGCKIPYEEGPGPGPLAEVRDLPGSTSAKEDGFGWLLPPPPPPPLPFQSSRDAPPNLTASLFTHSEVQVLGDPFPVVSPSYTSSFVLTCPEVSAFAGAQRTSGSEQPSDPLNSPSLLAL
NSD2 inh = NSD2 (human) methyltransferase inhibition; NSD2 peptide methylation, AlphaScreen, 120 min; inhibition, % at 12.5 µM; actives 0.54% (n = 310,000); AID 743445; in the data active = inhibition above about 50%
* marks the source's active call; other numbers are inactive results; ? = inconclusive; . = no result given.

SMILES	SR-BI HDL uptake	PvdQ inh	CAL PDZ FP-1	PfHsp90 yeast 2	Rtt109 Vps75	CAL PDZ FP-2	SR-BI DiI-HDL act	MITF act	dFosB act	NSD2 inh
Cc1c(NS(=O)(=O)c2cccs2)cccc1-c1nc2cccnc2s1	.	-9	-2.3	4	-4	-6	.	3	-8	0
Cc1nc(CNS(=O)(=O)c2cccc(F)c2)cs1	10	4	0.6	12	-8	-2	-10	-2	2	-1
C=CCNC(=S)N1CCC(C(=O)c2ccc(C)cc2)CC1	.	-13	-2.5	-10	-19	-5	.	1	-6	2
CC1=CC(C)[C@H](/C=N/n2c(=O)[nH]c3c([nH]c4ccc(C)cc43)c2=O)C(C)C1 (some centres not stated)	-12	-14	-0.5	.	15	6	12	6	8	-5
CCCCN(C(=O)/C=C/c1ccco1)c1c(N)n(CCC)c(=O)[nH]c1=O	-6	-17	-0.1	8	-2	-9	6	-5	5	.
CCc1nnc(NS(=O)(=O)c2ccc(N=Cc3c(C)[nH]n(-c4ccc(C)cc4)c3=O)cc2)s1	2	0	-2.1	30	.	0	-2	-4	3	14
CN(CC(=O)NC(=O)NCc1ccco1)Cc1nc2ccccc2c(=O)[nH]1	-7	-12	-2.6	1	-2	-3	7	-12	1	-1
Cn1c(=O)[nH]c2c(Cl)nccc21	.	-8	1.9	-13	-5	-4	.	4	-2	-2
Cc1c(NC(=O)CSc2nccn2C)c(=O)n(-c2ccccc2)n1C	3	4	0.3	8	-7	.	-3	1	4	3
CCOC(=O)C1=C(CC)Nc2ccccc2N=C1NC(=O)c1ccc(S(=O)(=O)N2CCOCC2)cc1	21	-6	-0.1	3	16	-5	-21	10	-8	-3
Cc1cccc(NC(=S)NNC(=O)Cc2ccccc2)c1	-211	-6	-2.5	-17	4	-1	211*	-7	6	-2
Cc1ccc(C)c(OC(=O)c2cncc(Br)c2)c1	18	-2	-2.0	3	21	-3	-18	-15	-3	-2
CC(=O)NCC(c1cccs1)S(=O)(=O)c1ccc(F)cc1 (configuration not stated)	-20	-7	-2.8	0	3	6	20	2	-6	-1
CCCCN(Cc1ccccc1)C(=O)C1CCCN(S(=O)(=O)c2cnc[nH]2)C1 (configuration not stated)	-12	-15	0.0	-5	-1	.	12	-2	4	.
COc1ccc(Cn2nnnc2C(C(C)C)N(Cc2ccco2)Cc2cccs2)cc1 (configuration not stated)	6	-21	-1.2	-23	2	2	-6	2	1	0
CC1CCCN(c2nc3ccccc3nc2C(C#N)S(=O)(=O)c2ccccc2)C1 (configuration not stated)	22	-9	-0.2	.	1	0	-22	.	-8	5
COC(=O)CC(NC(=O)Nc1ccc(C)cc1)c1cccc([N+](=O)[O-])c1 (configuration not stated)	-7	8	-1.9	20	-8	0	7	13	-9	2
CC(=O)c1cccc(N(C(=O)c2ccccn2)C(C(=O)NC2CCCCC2)c2cccs2)c1 (configuration not stated)	-9	-15	-0.7	20	-29	1	9	0	-8	1
CN(CC(=O)Nc1ccc(F)c(F)c1F)C(=O)c1ccc(N2CCCC2=O)cc1	-3	4	-0.1	-2	14	-3	3	17	1	-2
CC(OC(=O)CC1CCCC1)C(=O)Nc1ccc(S(N)(=O)=O)cc1 (configuration not stated)	-23	-10	-1.7	11	-3	-4	23	-2	1	2
c1cncc(Nc2nc(-c3ccncc3)cs2)c1	2	-14	-1.7	21	7	.	-2	51	-2	10
Cc1nnc(SCc2cc([N+](=O)[O-])cc3c2OCOC3)[nH]c1=O	.	-13	-2.8	-1	-7	-4	.	-1	2	-1
CC1=C(C(=O)c2ccccc2)C(c2ccc(OC(F)F)cc2)NC(=S)N1 (configuration not stated)	47	4	.	-49	-4	-1	-47	-2	-2	1
Cc1ccc(SCC(=O)Nc2ccc(N3CCOCC3)cc2)cc1	4	3	-1.8	-9	0	7	-4	4	0	-2
O=C(CCCOc1ccc(Cl)cc1)Nc1cccc(C(=O)O)c1	-16	-9	0.3	-24	8	-3	16	-2	4	2
Cc1ccc(-c2nc(Cl)nc3ccccc23)cc1	.	-11	-5.7	-3	-14	1	.	-5	-20	-4
CC(=O)NCCNC(=O)c1ccc(-n2c(C)ccc2C)cc1	-7	-1	0.0	13	-11	.	7	-7	-8	-4
CCn1nc(C)c(/C=N/NC(=S)Nc2ccc(Cl)cc2Cl)c1C	.	-6	-0.6	-13	0	-4	.	31	?	0
Oc1ccccc1N1CCN(C(=S)NCc2ccccc2)CC1	24	-15	-1.9	-6	1	1	-24	7	-6	-1
Cc1ccccc1Cn1cc(NC(=O)c2nn(C)cc2Cl)cn1	-2	-5	-1.2	7	-7	.	2	20	0	-3
CCOc1cc(NC(=S)NCc2ccco2)c(OCC)cc1NC(=O)CC	4	-16	0.5	5	1	-5	-4	2	-2	0
CC(C)N(C(=O)[C@H]1C[C@H](CC(=O)NCCN2CCOCC2)C(=O)N2CCc3c([nH]c4cc(-c5ccco5)ccc34)[C@]12C)C(C)C	14	-10	0.4	0	1	-3	-14	7	-14	.
OCCNc1nc(NCc2ccccc2)c2ccccc2n1	-39	2	-3.5	1	-4	1	39	.	-1	-1
O=C(N[C@@H](Cc1c[nH]c2ccccc12)C(=O)O)C1CCN(S(=O)(=O)c2ccc(Cl)cc2)CC1	-11	-20	-0.8	-2	-4	32*	11	-9	-3	-2
Cc1ccc(Nc2ccccc2N)cc1	41	-5	-2.2	.	8	0	-41	-26	-4	24
CCN(Cc1ccccc1)C(=O)CN1C(=O)COc2ccc(S(=O)(=O)N3CCCCCC3)cc21	-16	-7	-1.6	27	0	-4	16	-6	-7	-2
Cc1nc(C)c(C(=O)NNS(=O)(=O)c2ccc3ccccc3c2)s1	-10	-8	-3.4	-18	.	-1	10	-3	4	0
CCC1(C)Cc2ccccc2-c2nc3n(c(=O)c21)CCCCC3 (configuration not stated)	12	-10	-1.8	7	-1	3	-12	1	-2	-4
Cc1ccc(C)c(NC(=O)Cc2nc(CCl)cs2)c1	-19	-15	-0.8	11	-6	-1	19	4	3	-1
O=C(NC(=O)c1cccc(OC(F)(F)C(F)F)c1)OC1CCS(=O)(=O)C1 (configuration not stated)	24	3	-1.5	-3	-1	.	-24	1	-7	-3
O=C(CCN1C(=O)C2C3C=CC(C3)C2C1=O)NCCc1ccccc1Cl (configuration not stated)	-6	4	-1.3	-2	5	-2	6	10	-1	4
CCc1ccc(C2=NN(CCC(=O)NC(C)CCc3ccccc3)C(=O)CC2)cc1 (configuration not stated)	25	11	-0.8	9	7	-2	-25	-1	-9	0
O=[N+]([O-])c1cccc(S(=O)(=O)NCc2ccncc2)c1	.	-15	-2.6	22	-2	-1	.	-18	3	0
Cc1nnc(Nc2ccccc2F)s1	-19	-13	-1.3	-1	3	2	19	4	-5	2
CCCC(=O)N1CCN(c2nc3ccccc3s2)CC1	-17	4	-0.8	17	1	-2	17	96*	4	-2
O=C(CSc1ccccc1)Nc1nnc(COc2ccc(Cl)cc2)s1	-4	-3	-0.3	1	6	.	4	9	-8	-1
CC(=O)c1c(NCCc2ccccc2)cc(C)oc1=O	17	9	-1.9	.	-9	-2	-17	-5	-10	-1
CCOc1ccc(C(=O)/C=C/c2ccc(SC)cc2)cc1	-14	-10	-0.6	.	-17	-8	14	8	-9	1
CCCn1c(N)c(C(=O)CN(C)CC(=O)Nc2cccc(F)c2)c(=O)[nH]c1=O	-10	-11	-0.2	.	-10	0	10	-5	-4	0
CC(CCc1ccc(O)cc1)NC1C2CC3CC(C2)CC1C3 (configuration not stated)	-10	-15	-2.1	5	7	-1	10	9	-7	22
CCN(CC(=O)Nc1c(F)cccc1F)C(=O)CNC(=O)c1cccc(C)c1	-12	-12	-3.7	20	-12	-3	12	9	1	-3
CCOc1ccccc1NC(=O)C(=O)/C=C(\O)c1cc(OC)ccc1OC	-15	-5	-1.7	32	14	-1	15	.	1	-3
Cc1ccccc1Cn1c(=O)n(CCCC(=O)NCc2ccco2)c(=O)c2sccc21	14	4	-0.1	19	1	-4	-14	-7	-1	.
Cc1ccccc1-c1ccc(Nc2ccc(C(=O)N3CCOCC3)cc2)nn1	-3	-14	-2.7	.	-4	-3	3	5	-12	-2
CCn1c(SCC(N)=O)nc2cc(S(=O)(=O)N3CCOCC3)ccc21	-8	-15	-0.1	0	-3	-5	8	8	1	-6
O=C(Nc1ccc(Br)cc1)C1CCCN1S(=O)(=O)c1cccs1 (configuration not stated)	-22	-4	-0.8	7	1	.	22	-4	-5	-1
COC(=O)c1ccc(OCC(O)CN(CC(C)C)CC(C)C)cc1 (configuration not stated)	10	-8	-0.4	15	-6	0	-10	6	-1	1
CCCNC(=O)c1oc2ccc3c(c2c1C)C(O)CC(C)(C)O3 (configuration not stated)	-30	-21	-2.4	2	3	4	30	29	-2	-2
Cc1ccccc1NC(=O)Cc1nc(COC(=O)CNS(=O)(=O)c2cccc(Br)c2)cs1	-5	8	-1.2	-18	11	.	5	7	-3	-2
COc1ccccc1NC(=O)N1CCCC(c2nc3c(nnn3Cc3ccc(C)cc3)c(=O)[nH]2)C1 (configuration not stated)	-12	-12	-0.6	2	7	-4	12	-4	-12	-1
Cc1cc(C)c2c(N)c(C(=O)Nc3ccccc3F)sc2n1	8	-2	2.8	15	-16	-4	-8	40	-8	4
COc1ccccc1CC(=O)Nc1cccc(C)n1	2	-12	17	.	6	58*	-2	-3	-2	-6

Single records (already shown). Order of values: SR-BI HDL uptake, PvdQ inh, CAL PDZ FP-1, PfHsp90 yeast 2, Rtt109 Vps75, CAL PDZ FP-2, SR-BI DiI-HDL act, MITF act, dFosB act, NSD2 inh
Results for Oc1ccccc1N1CCN(C(=S)NCc2ccccc2)CC1 → 24, -15, -1.9, -6, 1, 1, -24, 7, -6, -1
Results for COC(=O)c1ccc(OCC(O)CN(CC(C)C)CC(C)C)cc1 (configuration not stated) → 10, -8, -0.4, 15, -6, 0, -10, 6, -1, 1
Results for CCOc1ccccc1NC(=O)C(=O)/C=C(\O)c1cc(OC)ccc1OC → -15, -5, -1.7, 32, 14, -1, 15, ., 1, -3
Results for Cc1c(NC(=O)CSc2nccn2C)c(=O)n(-c2ccccc2)n1C → 3, 4, 0.3, 8, -7, ., -3, 1, 4, 3

Assay outcomes deposited in PubChem BioAssay by Broad Institute.
